Assay outcomes (PubChem)
TRPC4 inh – inhibitors of mouse TRPC4 channel, primary screen, Fluo4 calcium, HEK293 TRPC4beta/mu-opioid cells; DAMGO-evoked Fluo4 calcium flux; active compounds read low; B-score at 10 µM; 300,000 compounds, 0.39% hits;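 active means B-score over 3 SD under the library average, no early fluorescence shift, positive overall ratio signal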
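Material: HEK293 cells with stable TRPC4beta plus mu-opioid receptor expression; probe or stimulus: DAMGO in two steps, submaximal then maximal; technique: Fluo4 calcium fluorescence by kinetic imaging, 5 s 1 Hz baseline; measure: integrated fluorescence ratio relative to baseline, converted to per-well B score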
TRPC4 agonist – activators of mouse TRPC4 channel, primary screen, Fluo4 calcium, HEK293 TRPC4beta/mu-opioid cells; AID 2237, 2010; B-score at 10 µM; Short transient receptor potential channel 4 (Mus musculus), Q9QUQ5; Fluo4 calcium fluorescence; active compounds read high; 310,000 compounds, 0.49% hits;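 active means B-score above 5 SD of library B-scores, and initial fluorescence ratio not above library mean plus 5 SD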;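 further: positive B-score marks a calcium rise read as TRPC4 activation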
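Material: HEK293 stable line with TRPC4beta plus mu-opioid receptor; technique: Fluo4 calcium-sensitive dye fluorescence, kinetic, 1 Hz baseline; timing: Fluo4 dye loading 45 min at room temperature, 110 s recording; controls: assay buffer as low control, maximal DAMGO as high control; read-out: integrated baseline-normalised fluorescence ratio, converted to per-well B score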
Dyrk1A ADPGlo – rat Dyrk1A kinase inhibitors, primary screen, biochemical, single point, plate reader; ADP-Glo luminescence, NFATc1 peptide; Dual specificity tyrosine-phosphorylation-regulated kinase 1A (Rattus norvegicus), Q63470; 310,000 compounds, 0.43% hits; inhibition, % at 12.5 µM; in the data active means inhibition above about 50%;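 further: plate controls were vehicle with enzyme for no effect and no enzyme for full effect; many of its hits are not listed in these tables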
Platelet DG rel – inhibitors of platelet dense granule secretion, primary screen, cell-based, MLPCN, human platelets. human platelet-rich plasma, SFLLRN dense granule ATP release, luminescence. inhibition, %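 (compounds screened at 7.5 µM in platelet-rich plasma)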. 300,000 compounds, 0.22% hits;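 active means mean replicate score, as percent of positive control, at or above 50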
TRPC4 PAM – positive allosteric modulators of TRPC4, primary screen, cell-based, mouse TRPC4beta, HEK293 mu-opioid, Fluo-4 calcium. Short transient receptor potential channel 4 (Mus musculus), Q9QUQ5. DAMGO EC20, Fluo-4 Ca2+ flux; active compounds read high. B-score at 10 µM. 310,000 compounds, 0.42% hits. AID 2227, 2009;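 active means B-score of calcium response area above 5 SD of library B-scores, with initial fluorescence ratio within 5 SD of library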;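 further: B-score of integrated fluorescence ratio over time as area under calcium response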
KCNK3 inh – human KCNK3 channel inhibitors, primary screen, CHO cells, FluxOR thallium flux, B-score | Potassium channel subfamily K member 3 (Homo sapiens), O14649 | FluxOR fluorescence; active compounds read low | B-score at 10 µM | 340,000 compounds, 0.84% hits | AID 602410, 2012;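 active means B-score under library mean minus 4 SD, starting fluorescence ratio at most library mean plus 5 SD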;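 further: more negative B-score means stronger inhibition of thallium flux through KCNK3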
Target sequence (O14649 whole entry, looked up): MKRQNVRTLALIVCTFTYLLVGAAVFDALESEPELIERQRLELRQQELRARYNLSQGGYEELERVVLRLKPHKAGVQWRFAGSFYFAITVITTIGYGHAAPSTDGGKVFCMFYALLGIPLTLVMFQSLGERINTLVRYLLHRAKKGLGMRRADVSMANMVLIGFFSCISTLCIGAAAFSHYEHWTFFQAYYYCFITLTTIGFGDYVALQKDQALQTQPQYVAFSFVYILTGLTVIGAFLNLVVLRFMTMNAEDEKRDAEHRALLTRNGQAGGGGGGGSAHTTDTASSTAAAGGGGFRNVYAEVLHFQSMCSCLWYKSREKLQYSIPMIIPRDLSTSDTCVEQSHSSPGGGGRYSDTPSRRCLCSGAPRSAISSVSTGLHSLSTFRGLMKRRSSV
KCNQ1 inh – inhibitors of human KCNQ1 channel, primary screen, cell-based, thallium flux, high-throughput | AID 2642, 2010 | 310,000 compounds, 1.3% hits | B-score at 10 µM | CHO-K1 KCNQ1, FluxOR thallium flux fluorescence; active compounds read high | Potassium voltage-gated channel subfamily KQT member 1 (Homo sapiens), P51787;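 active means compounds whose thallium flux B-score, printed positive for inhibition, exceeds three library SD while starting fluorescence stays within three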;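 further: channel opened by potassium depolarization with thallium stimulus after 20 min compound exposure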
hERG rescue – hERG rescue from dofetilide block, primary screen, cell-based, CHO-hERG, FluxOR thallium flux, dofetilide IC70; Voltage-gated inwardly rectifying potassium channel KCNH2 (Homo sapiens), Q12809; dofetilide IC70 present; activation (rescue from dofetilide block), less the hit threshold, % at 10 µM; 310,000 compounds, 0.51% hits;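 active means activation above the mean of controls blocked by dofetilide plus 5 SD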;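 further: thallium influx through hERG after potassium depolarization seen as dye fluorescence rise; in these data hits start at about 4.7%; inactives centre near -7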
KCNQ1 act – potentiators or activators of KCNQ1 channel, primary screen, cell-based, thallium flux, high-throughput | Potassium voltage-gated channel subfamily KQT member 1 (Homo sapiens), P51787 | CHO-K1 KCNQ1, thallium flux FluxOR fluorescence; active compounds read high | B-score at 10 µM | 310,000 compounds, 0.35% hits | AID 2648, 2010;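 active means fluorescence ratio B-score, a plate-corrected score, at least three library SD, with initial intensity B-score within 5 SD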
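System: CHO-K1 cells stably expressing KCNQ1 / Medium: assay buffer for compound exposure, DMSO matched across wells / Reagent: thallium- and potassium-containing depolarizing buffer / Compound: one concentration, matched DMSO / Incubation: 20 min compound pretreatment at room temperature / Measured by: kinetic FluxOR fluorescence, 10 s baseline plus 110 s post-stimulus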
KCNK9 inh – KCNK9 potassium channel inhibitors, primary screen, HEK293 cells, thallium flux. 310,000 compounds, 1.2% hits. FluxOR thallium flux fluorescence; active compounds read low. Potassium channel subfamily K member 9 (Homo sapiens), Q9NPC2. B-score at 10 µM;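 active means ratio B-score over 3 SD below the library mean, with starting fluorescence within 5 SD of its mean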;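 further: negative B-score means less thallium flux so channel inhibition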
Target sequence (Q9NPC2 whole entry, looked up): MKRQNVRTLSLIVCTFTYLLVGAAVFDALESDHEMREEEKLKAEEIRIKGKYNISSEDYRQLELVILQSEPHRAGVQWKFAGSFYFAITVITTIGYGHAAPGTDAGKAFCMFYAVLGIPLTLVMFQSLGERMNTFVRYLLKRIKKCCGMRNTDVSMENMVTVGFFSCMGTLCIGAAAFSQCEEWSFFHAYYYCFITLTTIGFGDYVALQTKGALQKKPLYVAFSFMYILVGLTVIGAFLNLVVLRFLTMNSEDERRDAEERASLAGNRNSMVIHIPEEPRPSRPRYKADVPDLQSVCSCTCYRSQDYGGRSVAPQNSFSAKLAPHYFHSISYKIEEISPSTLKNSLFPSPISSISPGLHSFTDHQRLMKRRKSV
PolyA inhibitor – polyadenylation inhibitors in yeast reporter cells, primary screen, luminescence, S. cerevisiae. calls only at 12 µM. 300,000 compounds, 0.02% hits. S. cerevisiae SKY197-pL101 polyadenylation reporter, beta-gal luminescence; efflux-impaired pdr1/pdr3 knockout yeast; score 100 = 6 SD above DMSO;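 active means lowest replicate activity score at least 50, where 100 means six control SD above control mean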;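 further: yeast exposed to compound for 9 h at 30 °C; higher score means more reporter readthrough which indicates perturbed polyadenylation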
Numbers without * were called inactive; i = inactive; . = no result given. Some of the compounds tested (hit frequency here may not be typical).

SMILES	TRPC4 inh	TRPC4 agonist	Dyrk1A ADPGlo	Platelet DG rel	TRPC4 PAM	KCNK3 inh	KCNQ1 inh	hERG rescue	KCNQ1 act	KCNK9 inh	PolyA inhibitor
CC1CCc2onc(C(=O)NCc3ccco3)c2C1 (centres undefined)	i	i	.	-1	i	i	i	-11	i	i	i
O=C(NNC(=S)NCc1ccco1)C(c1ccccc1)c1ccccc1	i	i	0	4	i	i	i	-10	i	i	i
COC(=O)c1cn(NC(=O)c2ccc3c(c2)OCO3)c(=O)c2ccccc12	i	i	8	5	i	i	i	-6	i	i	i
CCOC(=O)C1CCN(C(=O)CCS(=O)(=O)Cc2ccccc2)CC1	i	i	1	2	i	i	i	-6	i	i	i
COc1ccc(C)cc1Nc1c2c(nc3ccccc13)CCC2	i	i	-1	1	i	i	i	-15	i	i	i
CCOC(=O)c1ccc(NC(=O)CC2C(=O)N(c3ccccc3)C(=O)N2CCCOC)cc1 (centres undefined)	i	i	-3	7	i	i	i	-18	i	i	i
Cc1ccc(OCC(O)CN2CCN(c3ccc(C)cc3)CC2)cc1 (centres undefined)	i	i	-3	4	i	i	i	2	i	i	i
CNC(=O)C1CC(=O)N/C(=N/N=C(\C)c2cccs2)S1 (centres undefined)	i	i	6	-2	i	i	i	-11	i	i	i
O=C(C1=C[C@H](c2csc3ccccc23)C[C@H](OCc2ccc(CO)cc2)O1)N1CCCCCCC1	i	i	.	9	i	.	i	-1	i	i	i
CN(C(=O)c1coc(=O)c2ccccc12)c1ccc(F)cc1	i	i	-3	6	i	i	i	-9	i	i	i
COc1ccc(C(=O)Nc2ccc3c(c2)OCCO3)cc1Br	i	i	-3	-5	i	i	i	-6	i	i	i
O=C(O)CC(c1ccccc1)n1cccc1 (centres undefined)	i	i	-5	-5	i	i	i	-11	i	i	i
CS(=O)(=O)N1CCC(CO)(Cc2ccccc2C(F)(F)F)CC1	i	i	-8	-1	i	i	i	-11	i	i	i
Cc1ccc(-n2nc3c(c2NC(=O)c2ccco2)CS(=O)(=O)C3)cc1C	i	i	-3	-1	i	i	i	-4	i	i	i
Cc1cccc(OCCC(=O)OC(C)C(=O)Nc2ccc(Cl)cn2)c1 (centres undefined)	i	i	4	-1	i	i	i	-12	i	i	i

Two records picked at random from those above, as already listed:
SMILES	TRPC4 inh	TRPC4 agonist	Dyrk1A ADPGlo	Platelet DG rel	TRPC4 PAM	KCNK3 inh	KCNQ1 inh	hERG rescue	KCNQ1 act	KCNK9 inh	PolyA inhibitor
O=C(NNC(=S)NCc1ccco1)C(c1ccccc1)c1ccccc1	i	i	0	4	i	i	i	-10	i	i	i
O=C(C1=C[C@H](c2csc3ccccc23)C[C@H](OCc2ccc(CO)cc2)O1)N1CCCCCCC1	i	i	.	9	i	.	i	-1	i	i	i

(next part)
SMILES	TRPC4 inh	TRPC4 agonist	Dyrk1A ADPGlo	Platelet DG rel	TRPC4 PAM	KCNK3 inh	KCNQ1 inh	hERG rescue	KCNQ1 act	KCNK9 inh	PolyA inhibitor
Cc1ccc(NC(=O)CCN2C(=O)C3C4CCC(C4)C3C2=O)cc1Cl (centres undefined)	i	i	-1	-9	i	i	i	-10	i	i	i
O=C(C1CCC1)N1CCN(Cc2ccccc2)CC1	i	i	16	-9	i	i	i	-2	i	i	i
COc1ccccc1Oc1ccc(Oc2ccccc2OC)cc1	i	i	-1	-12	i	i	7*	-8	i	i	i
Nc1nonc1-n1nnc(C(=O)N/N=C/c2cccs2)c1-c1ccc2c(c1)OCO2	i	i	44	-3	i	i	i	-4	i	i	i
Cc1cc(C)c(Cn2c(=O)n(CCCC(=O)NCc3ccco3)c(=O)c3ccccc32)c(C)c1	i	i	9	9	i	i	i	-10	i	i	i
NC(=O)COC(=O)c1ccccc1Oc1ccccc1	i	i	-1	3	i	i	i	-13	i	i	i
Cc1ccc(-n2cc(CN3CCN(C(=O)c4ncn[nH]4)CC3)c(-c3ccc(F)cc3)n2)cc1	i	i	21	5	i	i	i	-19	i	i	i
Cn1c(O)c(N=Nc2nc(-c3ccccc3)cs2)c2ccccc21	i	i	4	-1	i	i	i	35*	60*	i	i
O=C(NCc1cccc(F)c1)C1CCC(=O)N(CC2CCCCC2)C1 (centres undefined)	i	i	-3	13	i	i	i	-6	i	i	i
Cc1c(NC(=O)c2ccc(-c3ccc([N+](=O)[O-])cc3Cl)o2)c(=O)n(-c2ccccc2)n1C	i	i	6	3	i	i	i	-2	i	i	i
COc1ccc(CNC(=O)COC(=O)CCc2nc3ccccc3c(=O)[nH]2)cc1	i	i	.	-2	i	i	i	-6	i	i	i
Nc1cc(C(=O)N2CCCC2)cc(C(=O)N2CCCC2)c1	i	i	-3	-4	i	i	i	-6	i	i	i
COc1ccc(NC(=O)C2CCC(=O)N2S(=O)(=O)c2ccc(C)cc2)c(OC)c1 (centres undefined)	i	i	8	15	i	i	i	-11	i	i	.
COc1ccc(/C=C2\CCCC3C2=NN(C(=O)CSc2ncn[nH]2)C3c2ccc(OC)cc2)cc1 (centres undefined)	i	i	1	-6	i	i	i	-11	i	i	i
O=C(CSc1nnc2n1CCCN2C(=S)Nc1ccc(Cl)cc1)c1ccccc1	i	i	5	1	i	i	9*	-20	i	i	i
O=C(CC(=O)N/N=C/c1ccc(Cl)cc1Cl)NCc1ccccc1	i	i	2	17	i	i	i	-1	i	i	i
COc1ccc2cc(C)c(SCC(=O)Nc3cc(C)on3)nc2c1	i	i	-3	-3	i	i	i	-6	i	i	i
O=C(CCc1ccccc1)NNC(=O)Nc1ccccc1	i	i	-3	-3	i	i	i	-6	i	i	i
C(=C\c1cc(/C=C/c2ccccc2)ncn1)/c1ccccc1	i	i	-5	4	i	i	i	-15	i	i	i
CC(C)OC1(c2ccccc2)OC(=O)c2ccccc21 (centres undefined)	i	i	-11	-2	i	i	i	-6	i	i	i
Cc1ccc(C)n1NC(=O)c1ccco1	i	i	6	4	i	i	i	-9	i	i	i
O=C(Cc1c[nH]c2ccccc12)N1CCc2ccccc21	i	i	0	-3	i	i	i	-7	i	i	i
Cc1cccc(OCCC(=O)Nc2ccc(S(=O)(=O)N3CCCC3)cc2)c1	i	i	0	9	i	i	i	-5	i	i	i
COc1ccc(OC)c(S(=O)(=O)Nc2cccc3ccccc23)c1	i	i	.	-25	i	i	i	-4	i	i	i
CCN1C(=O)[C@H]2[C@@H](c3ccc(-c4ccc5c(c4)OCO5)c(OC)c3)N[C@@](CC(C)C)(C(=O)OC)[C@H]2C1=O	i	i	.	-1	i	i	i	-13	i	i	i
COc1ccccc1N1CCN(CC(O)COc2ccc3c(C)cc(=O)oc3c2)CC1 (centres undefined)	i	i	0	5	i	i	i	-4	i	i	i
OCCNc1nc2ccc(Cl)cc2[nH]1	i	i	-3	2	i	i	i	-5	i	i	i
COc1cc(OC)cc(C(=O)NCC(=O)OCC(=O)/C=C2/N(C)c3ccccc3C2(C)C)c1	i	i	.	-4	i	i	i	-9	i	i	i
CN1C2C=C3C(C#N)=C(N)C(C#N)(C#N)[C@@H](c4ccsc4)[C@@H]3C1CC2 (some centres undefined)	i	i	.	9	i	.	i	-8	i	i	i
Cc1ccc2c(C)[nH]c(=O)cc2c1	i	i	18	4	i	i	i	-11	i	i	i
Cc1onc(-c2ccccc2)c1C(=O)N1CCN(S(=O)(=O)c2ccc(OC(F)(F)F)cc2)CC1	i	i	-4	2	i	i	i	-1	i	i	i
Clc1ccc(C[n+]2cc(-c3ccc(Cl)cc3)n3c2CCC3)cc1	i	i	5	0	i	i	i	-12	i	i	i
Cc1ccc(NC(=S)N2CCN(c3ccccn3)CC2)cc1C	i	i	.	1	i	i	i	-3	i	i	i
Cc1cccc(N2CCN(C(=O)C(Cc3ccccc3)n3cccc3)CC2)c1C (centres undefined)	i	i	-5	-3	i	i	9*	-13	i	-9.8*	i
COc1cc(N/N=C(\C)c2ccc(O)c(C)c2)nc(-c2ccccc2)n1	i	i	2	1	i	i	i	-6	i	i	i
CCn1c2ccccc2c2nnc(SCCN3CCOCC3)nc21	i	i	.	-2	i	i	i	-11	i	i	i
CCc1ccc(NC2=NC(C(=O)c3ccccc3)CC(=O)N2)cc1 (centres undefined)	i	i	.	15	i	i	i	-12	i	i	i
O=C(CSc1nc2ccccc2o1)NCc1n[nH]c(=O)c2ccccc12	i	i	4	-1	i	i	i	1	i	i	i
Cc1cccc2cn[nH]c12	i	i	4	9	i	i	i	-8	i	i	.
CNC(=O)Nc1ccc2snnc2c1	i	i	17	-21	i	i	i	-13	i	i	i
COc1cccc(NC(=S)Nc2cccnc2)c1	i	i	5	-5	i	i	i	-4	i	i	i
COc1cccc(OC)c1C(=O)Nc1ccc(C(=O)NCc2ccccc2)cc1	i	i	-10	-6	i	i	i	-12	i	i	i
CCOc1ccc(C2C(C(=O)c3ccc(C)o3)=C(O)C(=O)N2c2cc(C)on2)cc1OC (centres undefined)	i	i	4	-5	i	i	i	-5	i	i	i
CC(NC(=O)c1ccccc1Br)c1ccc2c(c1)CCCC2 (centres undefined)	i	i	2	3	i	i	i	-9	i	i	i
CCOC(=O)C1CCN(S(=O)(=O)c2cn(C)c(C)n2)CC1	i	i	.	-7	i	i	i	-8	i	i	i
O=c1cc2c(nn1Cc1ccc(F)cc1)-c1ccccc1CC2	-7*	i	18	-2	11*	i	i	-22	i	i	i
CCCCOc1ccc(N2CC(C(=O)NCc3ccco3)CC2=O)cc1 (centres undefined)	i	i	5	-7	i	i	i	-3	i	i	i
